# Source: PubChem
# TRPV1 agonist: HTS Assay for Compounds that Act as Agonists of the Vanilloid Receptor 1; Transient receptor potential cation channel subfamily V member 1 (Homo sapiens), Q8NER1; TRPV1-expressing cells, Fluo-8 calcium influx, agonist mode; activation, % at 8.33 µM; actives 0.19% (n = 320,000); AID 540275, 2011; in the data active = activation above about 80%; inconclusive = between about 30% and that limit; also: 0% is about no effect
#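 Cells expressing TRPV1 were dye-loaded with Fluo-8 and read kinetically: 10 s baseline, 3 min after compound (agonist portion), then 2 min after EC20 capsaicin (allosteric enhancer portion). Calcium-bound dye fluorescence at 480/520 nm.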
# p53 reactivation: qHTS assay for re-activators of p53 using a Luc reporter; AID 504706, 2011; Potency, µM (highest dose often 92.2 µM), inactives show top-dose activity change, positive = activation, usual class: activators; H1299 p53-A138V BP100-luciferase reporter, luminescence, 24 h; actives 0.063% (n = 320,000); also: potency is read from the fitted curve at half-maximal effect; % of control where 0% means no effect; nearly all actives have a fitted effect of over 45% in size
#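 H1299 (p53-null), stable ts p53-A138V + BP100-Luc; 1000 cells/well, Opti-MEM/10% FBS; cpd 4 pt, 1:5; 24 h, 37 deg C, 5% CO2; detection reagent 10 min RT; luminescence.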
# BRCA1 expr act: qHTS Assay to Identify Small Molecule Activators of BRCA1 Expression. MCF7-BRCA1-FFLuc reporter, luminescence, 48 h; response scale: scaled: vehicle 0%, 10 µM genistein 100%. Potency, µM (top dose mostly 46.1 µM), without a hit: at the highest dose activation, actives largely listed as activators. actives 1.1% (n = 380,000). AID 624202, 2012; also: potency is read from the fitted curve at half-maximal effect; nearly all actives have a fitted effect of over 80% in size; some results filed as inactive show a strong effect at the top dose
#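 Using MCF7 cells harboring a BRCA1 firefly luciferase reporter, plated 2 h before compound pinning, the screen measured luminescence after 48 h incubation. Responses were normalized to DMSO and 10 microM genistein, then fitted for concentration-effect.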
# Eya2 phos inh: qHTS Assay for Inhibitors of the Phosphatase Activity of Eya2; actives 0.006% (n = 330,000); Potency, µM (series often up to 76.9 µM), for inactives: at the highest dose activity, negative = inhibition, usual class: inhibitors; Protein phosphatase EYA2 (Homo sapiens), O00167; recombinant Eya2, OMFP fluorescence dephosphorylation (OMFP is methylfluorescein phosphate); also: potency is read from the fitted curve at half-maximal effect; % is scaled to controls: 0 for no effect and ±100 for the full control effect
# Target sequence (O00167 whole entry, looked up): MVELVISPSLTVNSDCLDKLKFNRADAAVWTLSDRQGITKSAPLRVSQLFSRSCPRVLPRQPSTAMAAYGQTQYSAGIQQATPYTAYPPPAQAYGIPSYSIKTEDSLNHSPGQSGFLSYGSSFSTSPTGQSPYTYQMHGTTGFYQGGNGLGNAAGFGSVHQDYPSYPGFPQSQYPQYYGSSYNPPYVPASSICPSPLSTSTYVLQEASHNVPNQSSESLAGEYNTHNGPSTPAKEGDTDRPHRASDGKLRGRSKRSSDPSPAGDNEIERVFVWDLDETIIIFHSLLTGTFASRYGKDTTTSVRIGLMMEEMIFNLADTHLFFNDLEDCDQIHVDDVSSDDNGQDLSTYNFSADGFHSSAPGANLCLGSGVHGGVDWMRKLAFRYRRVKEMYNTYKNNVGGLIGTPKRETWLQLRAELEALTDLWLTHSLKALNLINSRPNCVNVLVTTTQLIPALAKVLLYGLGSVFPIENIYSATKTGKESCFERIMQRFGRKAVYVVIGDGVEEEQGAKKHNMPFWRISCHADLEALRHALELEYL
#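 Eya2 (0.2 uM) preincubated 10 min at ambient with compound, then OMFP substrate added at 50 uM; 10 min reaction in 50 mM HEPES pH 7.5, 50 mM NaCl, 5 uM MgCl2, 0.05% BSA, 1 mM DTT. Fluorescence read at Ex 485/Em 525 nm.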
# B2AR arrestin: qHTS assay of beta-arrestin-biased ligands of beta2-adrenergic receptor | Beta-2 adrenergic receptor (Homo sapiens), P07550 | beta-arrestin recruitment to beta2AR, cell-based reporter | Potency, µM (top dose mostly 46.1 µM), for the others: at the highest dose activation, most hits filed as activators | actives 0.02% (n = 330,000) | AID 492947, 2010;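 also: potency is read from the fitted curve at half-maximal effect; 0% = DMSO controls and full agonism = EC100 isoproterenol or metaproterenol; nearly all actives have a fitted effect of over 65% in size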
# Target sequence (P07550 whole entry, looked up): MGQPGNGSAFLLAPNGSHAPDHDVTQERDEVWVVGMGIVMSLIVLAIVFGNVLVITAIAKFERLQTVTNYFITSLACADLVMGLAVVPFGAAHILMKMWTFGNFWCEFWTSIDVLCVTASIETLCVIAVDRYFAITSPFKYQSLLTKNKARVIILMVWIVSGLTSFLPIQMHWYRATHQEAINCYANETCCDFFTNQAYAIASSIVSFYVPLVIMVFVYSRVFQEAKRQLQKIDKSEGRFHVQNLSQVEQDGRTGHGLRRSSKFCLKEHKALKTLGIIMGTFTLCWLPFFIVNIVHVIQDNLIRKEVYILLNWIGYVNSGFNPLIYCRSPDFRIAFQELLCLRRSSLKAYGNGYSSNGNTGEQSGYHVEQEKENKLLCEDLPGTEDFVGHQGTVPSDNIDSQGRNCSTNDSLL
# ASM inhibitor: Inhibitors of Secretory Acid Sphingomyelinase (S-ASM): qHTS; Sphingomyelin phosphodiesterase (Homo sapiens), P17405; placental ASM, HMU-PC fluorogenic substrate, 60 min; Potency, µM (doses to about 57.5 µM), for inactives: top-dose activity change, negative = inhibition, most hits filed as inhibitors; actives 0.006% (n = 340,000); AID 504937, 2011; also: potency is read from the fitted curve at half-maximal effect
#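 Fluorogenic HMU-PC substrate (9 uM final) is turned over by placental ASM in 60 min at 37 C after a 10 min compound preincubation. Reaction ended by alkaline stop (pH 10), with fluorescence read at 386/447 nm.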
# USP2a block: qHTS Assay for Inhibitors of Ubiquitin-specific Protease USP2a Using CHOP2 as the Reporter; USP2 core, Ub-CHOP2 coupled fluorogenic reporter, 485/531; Potency, µM (highest dose often 38.3 µM), for inactives: top-dose activity change, negative = inhibition, most hits filed as inhibitors; actives 0.01% (n = 330,000);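 also: potency is read from the fitted curve at half-maximal effect; plate controls were DMSO wells for no effect and full inhibition by NEM control for full effect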
#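 Deubiquitinase activity read as fluorescence (485/531 nm) after Ub-CHOP2 cleavage activates the enterokinase reporter on its substrate; USP2 core 10nM, Ub-CHOP2 and substrate 25nM each, 30min compound preincubation then 60min RT; data normalized to NEM, curves fitted.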
# Integrin act MD: qHTS for Activators of Integrin-Mediated Alleviation for Muscular Dystrophy | Potency, µM (doses to about 38.3 µM), for inactives: at the top dose activation, actives largely listed as activators | alpha7betagal myoblasts, beta-gal FDG fluorescence, 48 h | actives 0.064% (n = 350,000);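 also: potency is read from the fitted curve at half-maximal effect; 100% = response of the positive control SU9516; nearly all actives have a fitted effect of over 60% in size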
#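 Alpha7betagal+/- myoblasts (passage 13) were plated 16-24 hr, then exposed to compounds (1:260 dilution of DMSO stock) for 48 hours at 37C. After MPER lysis, β-galactosidase reporter activity was read as FDG fluorescence (ex 480/em 540) after 30 minutes.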
# ELG1 genotoxic: qHTS screen for small molecules that induce genotoxicity in human embryonic kidney (HEK293T) cells expressing luciferase-tagged ELG1; Potency, µM (highest dose often 46 µM), for the others: at the top dose activity change, positive = activation, actives largely listed as activators; actives 1.3% (n = 330,000); AID 504466, 2011; HEK293T ELG1-luciferase reporter, luminescence, 16 h; also: potency is read from the fitted curve at half-maximal effect; % of control where 0% means no effect; nearly all actives have a fitted effect of over 60% in size
#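 Luminescence read-out: rising ELG1-luciferase signal, reflecting elevated ELG1 protein under genetic stress, flags genotoxic compounds. Cells were treated for 16 hr at 37 °C before ONE-Glo detection.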
# uPA surface inh: qHTS for Inhibitors of Cell Surface uPA Generation. cell surface uPA generation assay, qHTS. Potency, µM (highest dose often 38.3 µM), without a hit: at the top dose activity change, negative = inhibition, most hits filed as inhibitors. actives 0.31% (n = 330,000); active = well fitted inhibition curve with a large enough effect; inconclusive = small, poorly fitted or top-dose-only effect; inactive = no such curve, though single readings can be large or run the other way; tested in mouse RAW 264.7 cells; also: potency is read from the fitted curve at half-maximal effect; % is scaled to controls: 0 for no effect and ±100 for the full control effect; nearly all actives have a fitted effect of over 55% in size
# TSG101-PTAP inh: qHTS Assay for Iinhibitors of HIV-1 Budding by Blocking the Interaction of PTAP/TSG101; Potency, µM (highest dose often 115 µM), inactives show at the highest dose activity change, negative = inhibition, most hits filed as inhibitors; 340,000 tested, under 10 active; Fluorescence polarization, FITC-PTAP peptide / Tsg101 binding; AID 493005, 2010; active = well fitted inhibition curve with a large enough effect in the main read-out, with a control signal flat, not every such curve was filed as active; inconclusive = small, poorly fitted or top-dose-only effect, or effect the other way, or a change in a side signal; inactive = no such curve, though single readings can be large or run the other way; also: potency is read from the fitted curve at half-maximal effect; % of control where 0% means no effect
#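 Compounds were pin-transferred onto Tsg101 binding domain (10 uM final) in HEPES pH 7.5 buffer, then FITC-PTAP peptide was added at 50 nM final. After 20 min at RT, polarization reported peptide displacement across a qHTS concentration series.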
# Numbers without * were called inactive; u = inconclusive; x = no result given; & = joins results of further samples; [ ] = another dose, or the depositor's remark. Unless noted, calls follow the shape of the dose curve; as a rule, active = well fitted curve in the direction sought with a large enough effect; inconclusive = small, poorly fitted or top-dose-only effect, or another doubt; inactive = no such curve, though single readings can be large; an effect the other way counts as inactive or inconclusive.
SMILES,TRPV1 agonist,p53 reactivation,BRCA1 expr act,Eya2 phos inh,B2AR arrestin,ASM inhibitor,USP2a block,Integrin act MD,ELG1 genotoxic,uPA surface inh,TSG101-PTAP inh
C/C(=N\NC(=O)c1cccc(C)c1)c1cccc(NC(=O)c2ccco2)c1,-1,4%,47%,6%,0.0%,-4%,3%,-12%,3%,-1%,-7%
COc1ccc(C(=O)Nc2ccc3c(c2)C(=O)c2ccccc2C3=O)cc1OC,-4,2%,42%,-5%,-3.2%,-2%,1%,10%,5%,-8%,-6%
O=C(CCNC(=O)c1ccc(Br)cc1)NCC1COc2ccccc2O1 (configuration not stated),4,8%,u,-16%,0.3%,-2%,0%,0%,u,-68%,-1%
O=C(C1=NN[C@@H]2C(=O)N(c3cccc(C(F)(F)F)c3)C(=O)[C@H]12)C(c1ccccc1)c1ccccc1,u,-12%,-5%,-2%,-0.3%,-10%,-9%,-21%,1%,-1%,-5%
CCCOC(=O)Cc1n[nH]c(=O)[nH]c1=O,6,5%,-1%,-19%,-0.4%,4%,2%,-7%,-4%,2%,-4%
COc1ccccc1Oc1ccc(N2CC(C(=O)OCC(=O)c3ccccc3)CC2=O)cc1 (configuration not stated),-2,16%,15%,-11%,-0.4%,-1%,-10%,u,-2%,3%,-1%
CC(C)C(C(=O)NCC1CCCO1)N(Cc1ccccc1)C(=O)CNS(=O)(=O)c1ccccc1 (configuration not stated),5,-1%,26%,0%,-0.1%,6%,-1%,-21%,-27%,0%,-2%
CN(C)Cc1nc2ccccc2c(=O)n1CC#N,-4,1%,1%,-10%,-0.6%,4%,1%,-1%,2%,0%,0%
CC(=O)NC12CC3CC(C1)CC(C(=O)N(C)Cc1cccc(Cl)c1Cl)(C3)C2,1,-12%,4%,2%,0.1%,4%,-2%,-17%,0%,5%,-1%
CCCCS(=O)(=O)N1CCCC(C(=O)NCCc2ccccc2)C1 (configuration not stated),4,8%,0%,-18%,-0.9%,-4%,-2%,7.1µM*,1%,21%,-5%
CCOc1ccc(OCCC(=O)N(CC)CC(=O)Nc2c(F)cccc2F)cc1,-1,0%,-1%,3%,-0.3%,-4%,1%,6%,1%,0%,-1%
CC(C)CCNCC(O)CON=C1c2ccccc2-c2ccccc21 (configuration not stated),-9,-12%,-87%[inhibitor],-4%,-0.2%,-15%,-11%,-1%,-3%,u,0%
O=C(Nc1ccccc1C(=O)Nc1ccc(Br)cn1)c1ccccc1Cl,u,-4%,5%,-10%,-0.1%,-12%,-12%,-1%,-3%,4%,-2%
COc1ccc(-n2c(Cc3cc(=O)[nH]c(=O)[nH]3)nnc2SCC(=O)N2CCC(C)CC2)cc1,1,-3%,20%,-7%,0.0%,15%,-2%,-2%,-1%,12%,-4%
Cc1ccc2nc(-c3ccc(-c4cccc(Cl)c4)cc3)c(NCc3ccccc3)n2c1,u,0%,20%,-14%,-1.4%,241%[activator],3%,15%,-2%,u,-5%
CCOC(=O)c1sc(NC(=O)c2ccccc2F)c(C(N)=O)c1C,2,-7%,-51%,6%,-0.6%,179%,3%,3%,0%,4%,-2%
O=C(CNC(=O)N1CC(=O)Nc2ccccc21)Nc1ccc(F)c(Cl)c1,-2,-10%,-34%,u,-0.5%,0%,1%,10%,-2%,2%,1%
CCCN(CC(=O)Nc1ccccc1OC)C(=O)CCC(=O)c1ccc(OCC)cc1,0,-4%,-15%,9%,-0.3%,-4%,3%,-41%,-2%,15%,-1%
O=[N+]([O-])c1cc([N+](=O)[O-])c(Oc2cc(F)ccc2F)cc1NN1CCCCC1,u,9%,2%,3%,-0.6%,-1%,1%,-8%,1%,8%,-3%
CC(C)(C)C(=O)O/N=C(\N)c1ccc(Oc2cc(Cl)cc(Cl)c2)c([N+](=O)[O-])c1,2,2%,-3%,12%,0.0%,-4%,3%,10%,-6%,1%,-1%
C=CCSc1ccccc1C(=O)Nc1ncn[nH]1,1,-2%,-49%,-1%,0.1%,5%,2%,u,0%,12%,-1%
O=C(Nc1ccc([N+](=O)[O-])cc1)c1cc(Cl)sc1Cl,23,-5%,4%,-12%,0.1%,2%,-1%,u,0%,-13%,0%
NC(=O)c1cccn1-c1ncc(C(F)(F)F)cc1Cl,3,3%,1%,-24%,-0.3%,5%,5%,u,-7%,1%,-12%
O=C1c2ccccc2C(=O)N1CCCc1nc2ccccc2c(=O)n1CCCn1ccnc1,1,2%,0%,-5%,-0.5%,0%,1%,-2%,9%,0%,0%
Cc1ccnc(NS(=O)(=O)c2cc(C(F)(F)F)ccc2Cl)c1,-5,0%,x,24%,-0.7%,x,1%,x,-1%,x,x
# Next section
SMILES,TRPV1 agonist,p53 reactivation,BRCA1 expr act,Eya2 phos inh,B2AR arrestin,ASM inhibitor,USP2a block,Integrin act MD,ELG1 genotoxic,uPA surface inh,TSG101-PTAP inh
C=CCn1c(C)cc(C)c(C#N)c1=O,2,1%,2%,-6%,-0.3%,2%,3%,0%[7.66 µM],-1%,0%,-2%
COc1cc(/C(C)=N/NC(=O)CSc2nncn2C)ccc1OCc1ccccc1Cl,-1,5%,-2%,9%,-0.5%,3%,5%,5%,-1%,7%,-5%
CCC[C@@H](CN1CCC[C@H]1CN1C(N)=NC[C@H]1CC(C)C)N1C[C@@H](Cc2ccccc2)N(CCc2ccc(Cl)c(Cl)c2)C1=N,x,0%,15%,-45%,-0.3%,-12%,1%,24%,2%,16%,-2%
COC(=O)c1ccc(CSc2nnc(Nc3ccccc3OC)s2)o1,7,-13%,-77%[inhibitor],15%,4.2%,-4%,0%,-25%,-1%,-23%,0%
O=C(NC1CCS(=O)(=O)C1)c1cccc(S(=O)(=O)N2CCCCC2)c1 (configuration not stated),-1,-9%,-34%,4%,-0.2%,4%,0%,7%,-1%,-1%,-5%
CCOC(=O)NC1c2ccccc2Oc2ccccc21,14,-4%,0%,1%,-0.1%,-3%,0%,-3%,-3%,-2%,-5%
CCN(CCCNC(=O)COc1cc(=O)n(C)c2ccccc12)c1ccccc1,x,1%,3%[1.84 µM],-1%,0.0%,-2%,0%,-18%,5%,-4%,-3%
N#C/C(=C\C=C\c1ccccc1)c1nc(-c2ccc(Cl)cc2)cs1,-1,3%,-18%,5%,-0.4%,38%[activator],2%,3%,-2%,-2%,u
CCn1c(SCC(=O)Nc2nc(C)cs2)nnc1-c1ccncc1,0,-2%,-21%,-4%,-0.5%,2%,4%,18%,-9%,-1%,-6%
COc1ccccc1Nc1nc(C)cs1,0&-1,u,19%&58%,-13%&-12%,-0.5%&-0.1%,1%&2%,1%&-4%,26%&-15%,-2%&13%,5%&-2%,1%&0%
Cc1cn(CC(=O)NCCCc2ccccc2)c(=O)[nH]c1=O,x,x,28%,x,x,-6%,x,37%,x,11%,-4%
COc1ccc(S(=O)(=O)N2CCN(c3ccccc3OC)CC2)cc1,1,x,1%,u,-0.8%,5%,-1%,0%,4%,-16%,-1%
COc1ccc(-c2nc(-c3ccccn3)no2)cc1,20,-11%,-101%[inhibitor],u,0.0%,0%,1%,10%,u,1.4µM*,-4%
CC(=O)c1nn(-c2cccc(Br)c2)cc1C(=O)c1ccccc1,16,0%,-12%,1%,-0.2%,1%,-2%,0%,1%,3%,-4%
CC(NC(=O)C1CCN(c2nnc(N3CCCC3=O)s2)CC1)c1ccccc1 (configuration not stated),-2,x,6%,1%,-0.2%,0%,0%,-14%,-1%,15%,-2%
Cc1cc(OC(=O)N2CCCCC2)cc(C)c1Cl,27,x,-11%,x,x,-1%,x,13%,x,-1%,0%
CN1OC[C@@H]2CN[C@H](c3cccc(-c4ccc(C#N)cc4)c3)C[C@@H]21,x,x,0%,x,x,-1%,x,37%,x,6%,-2%

# Some values from the entries so far.
# ELG1 genotoxic, `N#C/C(=C\C=C\c1ccccc1)c1nc(-c2ccc(Cl)cc2)cs1` = -2%
# B2AR arrestin, `O=C(CNC(=O)N1CC(=O)Nc2ccccc21)Nc1ccc(F)c(Cl)c1` = -0.5%
